Screening results: PubChem, National Center for Advancing Translational Sciences (NCATS)
N370S GC mod: inhibits or activates N370S mutant glucocerebrosidase; 330,000 tested, 0.092% active; Potency, µM (series often up to 59.4 µM), inactives show at the highest dose activity change, negative = inhibition, hits mostly inhibitors; N370S GC spleen homogenate, 4MU-glucoside fluorescence; AID 2101; P04062;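 also: 0% = full enzyme activity and -100% = no enzyme basal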
TDP1 cell noCPT: qHTS for Inhibitors of human tyrosyl-DNA phosphodiesterase 1 (TDP1): qHTS in cells in absence of CPT | DT40 Tdp1-/- hTDP1 cells, no CPT, ATP luminescence, 48 h | Potency, µM (series often up to 46.2 µM), without a hit: at the top dose activity change, negative = growth inhibition, actives largely listed as inhibitors | 420,000 tested, 15% active | AID 686978, 2013; also: nearly all actives have a fitted effect of over 55% in size
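Luminescent ATP content (CellTiter-Glo) served as the growth readout. Knockout chicken DT40 cells expressing human TDP1 were exposed to compounds without camptothecin for a minimum 48 hr at 37 °C.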
TDP1 inh: blocks human tyrosyl-DNA phosphodiesterase 1 | AID 485290 | Q9NUW8 | 350,000 tested, 0.28% active | recombinant TDP1, AlphaScreen DNA substrate cleavage | Potency, µM (highest dose often 130 µM), without a hit: top-dose activity change, negative = inhibition, most hits filed as inhibitors; also: nearly all actives have a fitted effect of over 40% in size
Target sequence (Q9NUW8 whole entry, looked up): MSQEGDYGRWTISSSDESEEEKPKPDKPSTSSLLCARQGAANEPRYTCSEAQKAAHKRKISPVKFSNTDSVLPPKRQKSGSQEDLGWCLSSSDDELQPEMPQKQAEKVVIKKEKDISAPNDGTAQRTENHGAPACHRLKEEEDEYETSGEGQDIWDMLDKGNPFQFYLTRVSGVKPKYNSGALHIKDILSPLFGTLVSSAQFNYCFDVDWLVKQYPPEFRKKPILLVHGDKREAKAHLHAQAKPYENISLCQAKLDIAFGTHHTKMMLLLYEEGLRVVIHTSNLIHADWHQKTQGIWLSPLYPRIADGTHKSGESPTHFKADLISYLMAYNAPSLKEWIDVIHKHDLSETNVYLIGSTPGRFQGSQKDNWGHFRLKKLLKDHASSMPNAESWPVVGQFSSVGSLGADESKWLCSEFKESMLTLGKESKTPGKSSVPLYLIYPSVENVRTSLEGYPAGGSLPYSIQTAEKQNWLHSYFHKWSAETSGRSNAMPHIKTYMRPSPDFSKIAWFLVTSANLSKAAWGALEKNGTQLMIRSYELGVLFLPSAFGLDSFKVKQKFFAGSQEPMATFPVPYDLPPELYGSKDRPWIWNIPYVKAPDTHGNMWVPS
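Enzyme-compound mixtures sat 15 min at room temperature, followed by a 5 min reaction with 15 nM final substrate and 10 min with AlphaScreen beads. Recombinant human Tdp1 was used at 1 nM final.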
* = called active by the depositor; ? = inconclusive; . = no result given; [ ] = remark or other dose. Calls follow the shape of the dose curve; as a rule, active = well fitted curve in the direction sought with a large enough effect; inconclusive = small, poorly fitted or top-dose-only effect, or another doubt; inactive = no such curve, though single readings can be large; an effect the other way counts as inactive or inconclusive. Unless noted, % is scaled to controls: 0 for no effect and ±100 for the full control effect; potency is read from the fitted curve at half-maximal effect.

SMILES	N370S GC mod	TDP1 cell noCPT	TDP1 inh
CN1CCN(C(=O)C2CCCN(S(=O)(=O)c3ccc(Br)cc3)C2)CC1 (stereo not drawn)	-0.7%	?	4.3%
O=C(CN1CCCCC1)Nc1cc(S(=O)(=O)N2CCOCC2)ccc1N1CCCC1	.	-16.9%	1.4%
Cc1ccc(C(=O)COC(=O)c2cc(Cl)nc3ccccc23)cc1	.	-7.9%	-1.9%
O=C1C=C(/C=C/c2ccccc2)C[C@@H](c2ccc3c(c2)OCO3)C1	.	-24.3%	3.8%
CCC(CC)C(=O)Nc1cccc(-c2nc3ncccn3c2C)c1	.	-27.7%	8.1%
CC(=O)C(C(C)=O)C(NC(=O)c1cccnc1)(C(F)(F)F)C(F)(F)F	1.1%	11.6µM*	4.1%
O=C(O)c1ccc(CNC(=O)c2ccc(S(=O)(=O)N3CCCCC3)cc2)cc1	.	9.7%	0.5%
CCOC(=O)c1cc(C)n(CC2CCC(C(=O)Nc3ccc(OC)cc3)CC2)c1C (stereo not drawn)	.	20.6µM*	5.6%
COc1cccc(N2CC(C(=O)Nc3nnc(SCC(=O)c4ccccc4)s3)CC2=O)c1 (stereo not drawn)	-11.4%	-24.0%	2.6%
CC(c1nnc(SCC(=O)N2CC(=O)Nc3ccccc32)n1Cc1ccccc1)N(C)C (stereo not drawn)	-3.7%	-2.7%	0.0%
CNC(=O)/C(C#N)=C\c1ccc(CNS(=O)(=O)c2ccc(Cl)cc2)o1	9.7%	?	-1.2%
O=Cc1c(NCCN2CCCC2)c2ccccc2[nH]c1=O	-2.5%	-3.6%	.

A second format for some results above:
Every second line gives: N370S GC mod	TDP1 cell noCPT	TDP1 inh
COc1cccc(N2CC(C(=O)Nc3nnc(SCC(=O)c4ccccc4)s3)CC2=O)c1 (stereo not drawn)
    -11.4%	-24.0%	2.6%
CC(c1nnc(SCC(=O)N2CC(=O)Nc3ccccc32)n1Cc1ccccc1)N(C)C (stereo not drawn)
    -3.7%	-2.7%	0.0%

(cont.)
SMILES	N370S GC mod	TDP1 cell noCPT	TDP1 inh
O=C1CC(c2ccccc2)CC(=O)C1=CN1CCCC1 (stereo not drawn)	-4.3%	-1.5%	-9.0%
COc1cc(C(=O)Nc2cc(C)ccn2)ccc1OCC(=O)N1CCOCC1	-1.7%	-1.1%	-0.1%
O=C(CCCCn1c(=O)c2ccccc2n(CC(=O)Nc2ccc(F)cc2)c1=O)NCc1ccco1	6.0%	?	0.0%
COc1ccc(Cl)cc1C(=O)OCC(=O)Nc1cccnc1Cl	.	-13.9%	-0.6%
O=C(Nc1ccc2c(c1)OCO2)C1Cc2ccccc2CN1S(=O)(=O)c1cccs1 (stereo not drawn)	3.7%	?	-2.8%
C[C@@]12C(=O)N(CC3CC3)CC(=O)N1[C@H](C1CC1)[C@@H]1C(=O)N(c3ccccc3)C(=O)[C@@H]12	2.4%	4.9%	.
CN(CC(=O)Nc1ccccc1Br)CC(=O)Nc1ccccc1-c1ccccc1	.	?	1.8%
CCc1ccc2c(c1)c(=O)c(S(=O)(=O)c1ccccc1)cn2CC(=O)Nc1cc(C)ccc1C	.	-0.3%	-3.8%
O=C(Cc1ccccc1)Nc1ccc(NC(=O)C2CC2)nc1	-1.4%	-1.0%	3.9%
Cc1cc(C)c(/C=N/n2c(C)cc(C)c(C#N)c2=O)c(C)c1	-5.7%	-27.6%	5.6%
COc1ccccc1N1CCN(C(=O)C2CCN(C(=O)c3cccc(Cl)c3)CC2)CC1	-0.7%	?	4.1%
O=c1cc(C(F)(F)C(F)F)oc2ccccc12	3.0%	-8.4%	-2.2%
COc1ccc(NC(=O)c2cc(-c3ccc4c(c3)OCO4)on2)cc1OC	-1.9%	7.2%	3.3%
Cc1ccccc1OCCC(=O)N1CCN(S(=O)(=O)c2ccc(F)cc2)CC1	-16.3%	?	4.3%
Cc1oc(S(=O)(=O)N(C)C)cc1C(=O)Nc1ccc(F)cc1	-2.2%	-13.7%	2.9%
CCn1c(=O)c2cc(C(=O)N(C)c3cc(C)ccc3OC)sc2c2ccccc21	?	?	3.9%
C/C=C1\COC(C(=O)NCCN2CCOCC2)(C(F)(F)F)C=C1C=C1CCCCC1 (stereo not drawn)	?	.	10.3%
CC(CCn1cccn1)NC(=O)CCc1nnc(CCc2ccccc2)o1 (stereo not drawn)	-2.7%	13.7%	-6.0%
Cc1ccc2c(c1)/C(=C/c1ccccc1C)C(=O)N2	-11.5%	?	.
CC(C)c1ccc(NC(=O)C(c2ccccc2)N(Cc2ccco2)C(=O)CC2NC(=O)NC2=O)cc1 (stereo not drawn)	-12.1%	-7.2%	7.4%
OCc1cc(Br)ccc1OCc1nc2ccccc2s1	1.7%	-19.9%	5.4%
COC(=O)c1sc(S(=O)(=O)NCCCN(C)C)c(C(=O)OC)c1C	3.1%	-10.4%	4.6%
CCN(C(=O)CSc1nnc(-c2c[nH]c3ccccc23)o1)C1CCS(=O)(=O)C1 (stereo not drawn)	5.6%	-28.3%	6.2%
Cc1cc(-c2ccccc2)nc(N/N=C/c2cccnc2)n1	-6.0%	-28.5%	8.6%
O=C1C(C2=NC(c3ccccn3)C3C(=O)N(c4ccc(OC(F)(F)F)cc4)C(=O)C23)=C(O)c2ccccc21 (stereo not drawn)	-1.3%	?	.
COc1cccc(CN(C(=O)c2ccccc2Br)C2CCS(=O)(=O)C2)c1 (stereo not drawn)	5.2%	-3.8%	4.7%
O=C(C1CC1)N1N=C(C2CCCCC2)CC1(O)C(F)(F)F (stereo not drawn)	0.8%	-5.6%	0.0%
CNC(=O)c1ccsc1NC(=O)c1ccc(S(=O)(=O)N2CCc3ccccc32)cc1	-10.7%	18.4µM*	6.6%
CCCCn1c(CCNC(=O)c2ccc(F)cc2)nc2ccccc21	.	?	2.9%
COc1ccc(OC)c(CNC(=O)NCc2noc3ccc(C)cc23)c1	.	-25.6%	7.7%
Cc1cc(NC(=O)CSc2nnc(-c3cccs3)n2N)no1	7.5%	-0.9%	3.1%
CCn1c2ccccc2c2cc(NC(=O)c3ccco3)ccc21	-13.5%	?	11.4%
O=C(CCl)N1CCN(CC(=O)N2CCCC2)CC1	-19.0%	0.1%	.
O=C1CCCN1c1ncc(S(=O)(=O)c2ccc([N+](=O)[O-])cc2)s1	1.3%	?	2.6%
CCN(CC(=O)NCc1ccc(Cl)cc1)C(=O)c1cc(OC)cc(OC)c1	-4.6%	-28.2%	9.4%
O=C(c1ccco1)N1CCN(Cc2cc(=O)c(OCc3c(F)cccc3Cl)co2)CC1	1.7%	-18.1%	.
N#Cc1ccc(NC(=O)COC(=O)c2cccnc2Cl)cc1	.	-15.4%	-1.2%
O=C(CN1CCCC1=O)NC1(C(F)(F)F)NC(=O)N(Cc2ccccc2)C1=O (stereo not drawn)	2.3%	-0.8%	0.0%
COc1ccc(Br)cc1CN(C)CC(=O)Nc1ccccc1Cl	1.7%	?	-2.7%
Cc1nn(C)c(C)c1NC(=S)Nc1ccc(S(=O)(=O)Nc2ncccn2)cc1	3.7%	6.8%	4.6%
CCOC(=O)Cc1csc(NC(=O)CSc2nc(C)cc(C)n2)n1	.	?	-0.1%
Cc1ccc(-n2nnnc2SCC(=O)N2CCc3ccccc3C2)c(C)c1	19.4%	-21.4%	5.2%
COc1cccc(C2NC(=O)c3sc(=S)n(-c4ccccc4)c3N2)c1 (stereo not drawn)	1.8%	?	0.0%
COc1cccc(NC(=O)c2ccc3c(O)c(S(=O)(=O)c4ccccc4)c(=O)[nH]c3c2)c1	-16.0%	?	2.0%
Cc1ccc(-c2ocnc2C(=O)Nc2ccccc2NC(=O)c2ccccn2)cc1	11.5%	?	7.4%
O=c1c(-c2ccc(F)c(F)c2)nc2cncnc2n1Cc1ccccc1	16.6%	?	.
Cc1nc(SCC(=O)Nc2ccc(C)c(Cl)c2)cc(-c2ccccc2)n1	.	?	-4.7%
CCOc1ccc(-n2cc(-c3ccccc3)c3c(=S)nc[nH]c32)cc1	20.1%	?	9.7%

4 of the compounds above, as labelled records.
> COc1cccc(C2NC(=O)c3sc(=S)n(-c4ccccc4)c3N2)c1 (stereo not drawn)
- N370S GC mod: 1.8%
- TDP1 cell noCPT: ?
- TDP1 inh: 0.0%
> Cc1nc(SCC(=O)Nc2ccc(C)c(Cl)c2)cc(-c2ccccc2)n1
- N370S GC mod: .
- TDP1 cell noCPT: ?
- TDP1 inh: -4.7%
> CCOC(=O)Cc1csc(NC(=O)CSc2nc(C)cc(C)n2)n1
- N370S GC mod: .
- TDP1 cell noCPT: ?
- TDP1 inh: -0.1%
> Cc1ccc(-c2ocnc2C(=O)Nc2ccccc2NC(=O)c2ccccn2)cc1
- N370S GC mod: 11.5%
- TDP1 cell noCPT: ?
- TDP1 inh: 7.4%

Next part:
SMILES	N370S GC mod	TDP1 cell noCPT	TDP1 inh
COc1cccc(CN(C)CC2CCCN(CCc3ccc(Cl)cc3)C2)c1OC (stereo not drawn)	-7.0%	20.6µM*	.
COc1cccc(-c2cn3c(n2)sc2cc(C(=O)NCc4ccccc4F)ccc23)c1	.	16.4µM*	3.9%
Nc1nc(SCC(=O)C23CC4CC(CC(C4)C2)C3)n[nH]1	3.3%	-13.3%	3.1%
CN(C(=O)COC(=O)CN1C(=O)c2cccc([N+](=O)[O-])c2C1=O)c1ccccc1	.	27.0%	1.9%
NS(=O)(=O)c1ccc(CCNC(=O)COC(=O)Cc2ccc([N+](=O)[O-])cc2)cc1	.	-5.1%	0.4%
O=C(NCC(=O)N1CCCC(C(F)(F)F)C1)c1ccc(Br)o1 (stereo not drawn)	-0.6%	-1.2%	.
COc1ccc(OC)c(N2C(=O)CC(Cc3ccc(Cl)cc3)C2=O)c1 (stereo not drawn)	4.9%	-24.0%	0.0%
CS(=O)(=O)N(CC(=O)NCCSc1ccc(Cl)cc1)c1ccc2c(c1)OCO2	0.8%	?	-2.6%
COc1ccc(NC(=O)c2ccc(CNS(=O)(=O)c3cccc(OC)c3)cc2)cc1	7.4%	-7.7%	3.4%
O=C(N/N=C/c1ccc(N2CCOCC2)cc1)c1cccs1	-2.7%	?	.
COC(=O)[C@@]1(Cc2ccc(F)cc2)[C@H]2c3cc(C(=O)N(C)C)n(Cc4ccc(C)c(F)c4F)c3C[C@H]2CN1C(=O)c1ccccc1	-7.9%	?	19.5%
NNC(=O)c1nn(-c2ccccc2)cc1O	0.7%	.	6.1%
Nc1nnnn1N=C1CCCCC1	-3.5%	-0.1%	3.0%
CC(=O)N(C)c1ccc(NC(=O)c2ccc([N+](=O)[O-])cc2Cl)cc1	-0.7%	-20.4%	0.0%
CC(Sc1nncs1)C(=O)Nc1ccc(Cl)cn1 (stereo not drawn)	0.6%	-5.2%	0.0%
Cn1nc(C(=O)NCc2ccccn2)c2ccccc2c1=O	26.8%[2.35 µM]	-25.5%	-2.0%
O=[N+]([O-])c1cccc(Cl)c1N1CCOCC1	3.0%	-25.8%	0.6%
COc1ccccc1N(CN1CCCC1=O)C(=O)c1c(F)cccc1F	2.3%	?	2.0%
COc1cccc(NC(=O)C(=O)c2cn(CC(=O)N3CCOCC3)c3ccccc23)c1	-14.0%	?	1.3%
CCn1cnc2sc(C(=O)N3CCN(c4ccc(OC)cc4)CC3)c(C)c2c1=O	3.8%	-9.7%	2.0%
Cn1c(=O)cc(SCC(=O)NCc2ccc(F)cc2)c2cc(Cl)ccc21	.	13µM*	4.6%
Cc1cccc(NC(=O)CN2CCN(C(=O)c3ccc(OCc4cn5ccccc5n4)cc3)CC2)c1C	.	9.2µM*	44.7µM*
COc1ccc(CN(C(=O)Nc2cccc(Cl)c2)c2ccccn2)cc1OC	.	13µM*	-4.7%
CCCNC(=O)COC(=O)/C(C#N)=C/c1cc(C)n(CCC)c1C	-1.5%	-20.2%	8.9%
COc1ccc(-c2nnn(CC(=O)c3ccccc3)n2)cc1OC	0.1%	?	4.9%
Cc1cc(C2=NNC(=NCCc3ccccc3)SC2)c(C)n1-c1c(C)n(C)n(-c2ccccc2)c1=O	4.8%	-10.9%	.
COc1cc(CCCN2C(N)=NC[C@@H]2Cc2ccc(O)cc2)cc(OC)c1OC	-4.3%	-11.4%	5.0%
CSc1ccccc1C(=O)Nc1cccc(C(C)O)c1 (stereo not drawn)	7.7%	-2.5%	4.7%
CCOC(=O)C(=O)N=Nc1c(O)n(C)c2ccccc12	-7.9%	17.9%	2.4%
O=C(O)c1ccccc1-c1ccccc1C(=O)Nc1ccc(-c2nc3cc(Cl)ccc3o2)cc1	10.2%	?	7.5%
CCOC(CNC(=O)c1ccc2nc(N3CCC(C)CC3)sc2c1)OCC	0.5%	?	2.3%
CSCC[C@H](N)C(=O)N1CCC(C(=O)N[C@H](C)C(=O)Nc2ccc(C(C)C)cc2)CC1	-6.9%	-13.7%	.
CCOCCCNC(=O)Cc1ccc(F)cc1	-8.5%	.	-1.3%

An excerpt; rates above refer to the full screens.
